# Screening data as filed in PubChem.
# Kir21 block: blocks the mouse Kir2.1 inward-rectifier potassium channel. P35561. HEK293-Kir2.1, FluxOR thallium flux fluorescence; stronger effect = lower value. B-score at 10 µM. hit rate 0.85% among 310,000. AID 1672;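 active = fluorescence ratio B-score at or below minus 3 SD of library scores, with starting-brightness B-score within 2 SD, cut at about -4.2 in these data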;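 also: channel flux triggered by added potassium and thallium sulfate stimulus; B-score of peak minus minimum fluorescence over baseline after thallium stimulus; more negative B-score means stronger Kir2.1 block with less thallium influx; some compounds called inactive have numbers as strong as hits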
# Target sequence (P35561 whole entry, looked up): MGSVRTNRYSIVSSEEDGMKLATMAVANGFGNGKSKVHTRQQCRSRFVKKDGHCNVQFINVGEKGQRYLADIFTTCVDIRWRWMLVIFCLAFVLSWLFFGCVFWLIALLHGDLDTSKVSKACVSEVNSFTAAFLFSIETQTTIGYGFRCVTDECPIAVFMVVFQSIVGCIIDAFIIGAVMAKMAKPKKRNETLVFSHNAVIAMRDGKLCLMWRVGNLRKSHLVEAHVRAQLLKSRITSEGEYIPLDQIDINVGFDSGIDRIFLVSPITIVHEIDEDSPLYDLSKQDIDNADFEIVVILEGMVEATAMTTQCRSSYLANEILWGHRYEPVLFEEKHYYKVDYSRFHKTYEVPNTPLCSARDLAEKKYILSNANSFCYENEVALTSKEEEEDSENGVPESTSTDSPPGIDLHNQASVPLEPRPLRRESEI
# STK33 inh: blocks human STK33 kinase activity; purified STK33, MBP phosphorylation, ADP-Glo luminescence; hit rate 0.073% among 320,000; inhibition, % at 10 µM;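 active = inhibition at or above 25%, using the most active replicate where run in duplicate; inactive = inhibition below 25%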
# Target sequence (Q9BYT3 whole entry, looked up): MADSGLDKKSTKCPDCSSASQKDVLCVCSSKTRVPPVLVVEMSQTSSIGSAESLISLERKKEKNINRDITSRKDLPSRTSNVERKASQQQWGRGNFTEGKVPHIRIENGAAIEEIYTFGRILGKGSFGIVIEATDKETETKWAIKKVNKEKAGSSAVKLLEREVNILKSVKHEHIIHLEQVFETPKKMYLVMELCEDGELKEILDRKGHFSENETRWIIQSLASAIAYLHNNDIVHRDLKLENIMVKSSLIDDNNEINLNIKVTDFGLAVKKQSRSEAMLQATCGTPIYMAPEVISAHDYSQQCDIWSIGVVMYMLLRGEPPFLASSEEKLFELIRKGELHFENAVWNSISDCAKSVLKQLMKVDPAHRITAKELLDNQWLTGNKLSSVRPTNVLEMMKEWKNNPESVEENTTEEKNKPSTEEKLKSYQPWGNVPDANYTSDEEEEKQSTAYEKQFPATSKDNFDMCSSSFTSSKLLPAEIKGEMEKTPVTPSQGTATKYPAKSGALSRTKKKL
# Active calls of the source: *; nt = no result given.
SMILES,Kir21 block,STK33 inh
Cc1cccc(Nc2nc3c(s2)CCCC3)c1,0.67,-1.6
O=C(CCCN=C1NS(=O)(=O)c2ccccc21)OCC(=O)c1ccc(F)cc1,-0.46,0.2
COc1ccc(N2CC(C(=O)Nc3ccc(S(=O)(=O)Nc4nccs4)cc3)CC2=O)c(OC)c1 (stereo not given),nt,0.4
CC(CC(=O)N(C)c1c(N)n(Cc2ccccc2)c(=O)[nH]c1=O)c1ccccc1 (stereo not given),2.23,-0.5
O=C(CNC(=O)c1ccco1)NCC(=O)OCc1c(F)cccc1Cl,1.25,-0.7
COc1ccc(OC)c(NC(=O)COC(=O)Cc2ccc(Br)cc2)c1,0.67,-0.2
Cc1ccccc1OCC(=O)NNC(=O)c1ccoc1C,nt,-0.9
CNC(=S)N(Cc1ccc(OC)cc1)Cc1cc2cccc(C)c2[nH]c1=O,0.55,-2.4
Cc1cc(C)c2nc(N3CCCC(C(=O)NC4CCCC4)C3)sc2c1 (stereo not given),0.82,-1.2
O=C(CN1C(=O)CC(c2ccccc2)=Nc2ccccc21)NC1CCCCC1,0.01,-0.5
CCN(CC)C(=O)CSc1nc(O)cc(=O)n1C,0.51,-0.1
COc1ccc(OC)c(C(=O)NC(CC(N)=O)c2ccc(NCCOc3ccccc3)c([N+](=O)[O-])c2)c1 (stereo not given),0.94,5.9
Cc1ccccc1-c1nc2ccccc2c(=O)n1C1CCS(=O)(=O)C1 (stereo not given),1.32,-1.5
COc1cc(C(C2C(=O)CC(C)(C)CC2=O)C2C(=O)CC(C)(C)CC2=O)ccc1OC(C)=O,0.73,-3.2
COC(=O)c1ccc(CSc2ccc3nnc(-c4ccc(OC)cc4)n3n2)o1,-0.28,0.0
CS/C(=N\S(=O)(=O)c1cccs1)Nc1ccc(Cl)cc1,-1.71,0.4
COCCCN1C(=O)C(=O)/C(=C(/O)c2ccc3c(c2)OCCO3)C1c1ccc(C(=O)OC)cc1 (stereo not given),0.46,0.4
Cc1ccc(NC(=O)CC(=O)c2ccccc2)cc1C,1.11,-0.9
O=c1cc(N2CCOCC2)c2ccccc2o1,0.93,0.8
C#C[C@]1(O)CC[C@H]2[C@@H]3CCc4cc(O)ccc4[C@H]3CC[C@@]21C,0.02,1.8
COc1ccc(NC(=O)NNC(=O)COc2ccc([N+](=O)[O-])c(C)c2)cc1OC,-0.33,-0.6
Cc1ccc(OCCNS(=O)(=O)c2ccc(N3CCCC3=O)cc2)cc1,-0.65,-1.9
Cc1ccc(C(=O)NC(=S)NNS(=O)(=O)c2ccc(C)cc2)cc1,1.29,-0.6
COc1ccc(C(=O)Nc2nc(-c3ccc(S(=O)(=O)N4CCOCC4)cc3)cs2)cc1,1.88,0.2
CCOC(=O)C(C)Sc1nnc(NC(=O)c2ccc3c(c2)OCO3)s1 (stereo not given),-0.91,-1.3

# Carrying on.
SMILES,Kir21 block,STK33 inh
O=C(OCCN=C1NS(=O)(=O)c2ccccc21)c1cccs1,-0.3,-0.4
NC(=O)COc1ccc2oc(=O)cc(-c3cc4ccccc4o3)c2c1,-1.01,-0.4
Nc1nnc(CSCc2cccc(Br)c2)s1,-2.4,-2.1
CC(=O)Nc1ccc(-c2csc(NC=C3C(=O)OC(C)(C)OC3=O)n2)cc1,0.16,-0.8
CCOC(=O)COc1ccccc1/C=N/O,0.97,-2.8
Cc1ccc(S(=O)(=O)CCC(=O)Nc2ccc(Br)cc2)cc1,-1.29,-0.6
Cc1nn(C(=O)c2ccc3c(c2)OCO3)c(N)c1-c1ccccc1,-0.6,1.0
CC(C)CNC(=S)N1CCN(Cc2ccc3c(c2)OCO3)CC1,0.16,-0.9
Cc1cc(C)nc(Sc2ccc3nnnn3n2)n1,-1.66,-1.7
O=Cc1cn(CC(=O)N2CCc3ccccc32)c2ccccc12,1.42,-0.7
CCCc1nc(SCC(=O)c2ccccc2)c2c(=O)n(C)c(=O)n(C)c2n1,0,-0.6
NS(=O)(=O)c1ccc(NC(=O)Cn2nc(C(=O)O)c3ccccc3c2=O)cc1,-0.72,0.4
CCCCCC(=O)Nc1ccc(-c2cn3cccnc3n2)cc1,-1.1,-1.4
CNC(=S)N1CCN(C(c2ccccc2)c2ccccc2)CC1,-0.38,-1.8
O=C(c1c[nH]c2ccccc12)N1CCN(Cc2ccccc2)CC1,-1.9,10.3
CN(C(=O)/C=C/c1ccc([N+](=O)[O-])s1)c1ccccc1,0.7,nt
O=C(CC1C(=O)NCCN1C(=O)c1ccc([N+](=O)[O-])cc1)Nc1cccc(Cl)c1 (stereo not given),-1.16,-0.8
CCN(CC)CC(O)Cn1c(C)c(-c2ccccc2)c2cc([N+](=O)[O-])ccc21 (stereo not given),-3.57,-0.6
O=C(COc1ncnc2ccccc12)Nc1cccc(S(=O)(=O)N2CCOCC2)c1,0.27,-0.7
O=C(CN1c2cccc3cccc(c23)S1(=O)=O)Nc1c(F)c(F)c(F)c(F)c1F,nt,-1.2
CCCCSc1nnc(-c2ccccc2N)c(=O)[nH]1,0.03,0.2
CCOC(=O)c1cc(CC)sc1NC(=O)CC1SC(N)=NC1=O (stereo not given),0.01,1.9
COC(=O)CCC(=O)N1CCCC(CNS(=O)(=O)c2ccc(OC)cc2)C1 (stereo not given),-0.83,-1.3
O=C(NNC(=O)C1CC1)c1cc(Cl)nc2ccccc12,0.05,0.1
CC(C)(C)Oc1ncc(Br)c(OC(C)(C)C)n1,-0.6,-1.1

# (continued)
SMILES,Kir21 block,STK33 inh
CC1CN(Cc2c(O)ccc3c2oc(=O)c2ccccc23)CC(C)O1 (stereo not given),-0.61,0.2
CC1CCCN(C(=O)c2ccc3c(c2NCCO)C(=O)c2ccccc2C3=O)C1 (stereo not given),-0.62,-2.6
CCN1C(=O)C(O)(C2COC(C)(C)CC2=O)c2ccccc21 (stereo not given),0.84,0.1
O=C(NC1CCCN(CCc2ccccc2)C1)c1c(F)cccc1F (stereo not given),0.79,0.8
CCOC(=O)c1c(C)nsc1NCc1ccccc1,2.14,-0.4
CCC(=O)c1ccc(SC(=O)N(C)C)cc1O,-1.16,0.1
Clc1ccccc1Cn1nnc2c(NCC3CC3)ncnc21,2.42,-1.4
Cc1ccc(C)c(C(C)NC(=O)C2C3CCC(O3)C2C(=O)O)c1 (stereo not given),0,-1.5
COc1ccc(CN2CCNC(=O)C2CC(=O)NCc2cccc(C)n2)c(OC)c1 (stereo not given),0.52,0.5
Cc1cc(C)nc(CCNC(=O)C2CCC(=O)N(Cc3ccccc3F)C2)n1 (stereo not given),-2.22,0.1
CCCCn1c(N)c(N(CCOC)C(=O)COc2c(C)cccc2C)c(=O)[nH]c1=O,0.54,0.4
CCCCn1c(N)c(N(CC(C)C)C(=O)CC2OC(=O)c3ccccc32)c(=O)[nH]c1=O (stereo not given),-1.57,-1.0
COc1ccc(C(CNC(=O)COc2ccc(Br)cc2F)N2CCCC2)cc1 (stereo not given),0.11,-0.6
COc1cccc(NS(=O)(=O)c2ccc3c(c2)NC(=O)C(C)C(=O)N3)c1 (stereo not given),-1.55,-1.1
Cc1ccc(NC(=O)C(C)OC(=O)CCC2CCCCC2)cc1 (stereo not given),-1.35,-1.3
Nc1ccccc1SCC(=O)Nc1ccc2c(c1)OCO2,0.45,1.9
COc1ccc2c(c1)SCCC2=O,-0.07,-0.3
Cc1ccc(C(=O)CN2C(=O)NC3(CCCCC3C)C2=O)s1 (stereo not given),nt,-0.9
COc1ccc(CNC(=O)c2cc(-c3ccco3)on2)cc1,0.02,-0.7
CC1CCc2sc3c(c2C1)c1ncnn1c(=O)n3CC(=O)c1ccc(Br)cc1 (stereo not given),0.79,0.5
CC(C)(C)c1ccc(-c2nc(O)c(CC(=O)O)s2)cc1,0.41,-5.4
CN(C)[C@@H](CO)c1nnc([C@H](CCC(=O)O)NC(=O)C2CCNCC2)o1,0.31,-0.5
CCOC(=O)C1CCN(C(=O)CNC(=O)c2nn(-c3ccc(OC)cc3)c(=O)c3ccccc23)CC1,0.18,-0.9
Cc1ccc(NC(=O)CCNS(=O)(=O)c2ccc(OC(F)(F)F)cc2)c(O)c1,-1.71,-0.3
CN(c1ccccc1)S(=O)(=O)c1ccc(C(=O)OCC(=O)N2CCOCC2)cc1,0.03,-1.2

# More results.
SMILES,Kir21 block,STK33 inh
Cc1cccc(Nc2nnc(SCC(=O)Nc3cccnc3Cl)s2)c1,-0.61,nt
Cc1ccc(-n2c(COc3cccc(C)c3)n[nH]c2=S)cc1,-0.12,0.6
Cc1ccc(Cn2cc(SCC(N)=O)c3ccccc32)cc1,-0.33,-0.9
Cc1ccc(N2CC(C(=O)Nc3ccc(S(=O)(=O)Nc4nccc(C)n4)cc3)CC2=O)cc1 (stereo not given),-1.66,0.1
COc1ccc(C)cc1NS(=O)(=O)c1cc(C)ccc1C,0.73,-0.5
CCCCNCc1ccc(OCc2ccc(Cl)nc2)c(OC)c1,-0.45,-1.6
CN1CCN(c2oc(-c3ccccc3)nc2S(=O)(=O)c2ccc(Br)cc2)CC1,0.66,-0.5
O=C(O)CSc1nc2ccccc2n1Cc1ccccc1,1.43,-1.7
Clc1ccc(Cc2nnc(-c3ccccc3Br)o2)cc1,-1.39,-0.9
N/C(=N\OC(=O)CCCc1ccccc1)c1ccc(Br)cc1,1.61,-0.4
O=C(Nc1nnc(C2=COCCO2)o1)c1ccc(S(=O)(=O)N2CCOCC2)cc1,0.16,-1.8
CC1CN(c2cc(=O)n(-c3ccccc3)c(=O)[nH]2)CC(C)O1 (stereo not given),1.13,-0.3
Cc1cnc(C(=O)OC(C(=O)Nc2cc(C(F)(F)F)ccc2Cl)c2ccccc2)cn1 (stereo not given),0.27,-1.9
Cc1cc(C)n(C(=O)c2ccc(C)c(S(=O)(=O)N3CCOCC3)c2)n1,0.03,-1.9
O=C1CCC(c2ccccc2)c2ccccc21 (stereo not given),0.93,-0.6
COc1ccccc1CNC(=O)CCn1c(=O)[nH]c2ccsc2c1=O,-0.73,0.6
NC(=O)C1CCN(C(=O)c2cc(-c3ccccc3Cl)nc3ccccc23)CC1,nt,-1.2
CCN1C(=O)c2cccc3c(S(=O)(=O)NCC4CCCO4)ccc1c23 (stereo not given),-0.27,0.2
NC(=O)COC(=O)c1cc(=O)[nH]c2ccccc12,0.52,-1.0
O=C(COC(=O)c1ccc2c(c1)OCCO2)NCCc1ccc(F)cc1,nt,-0.7
COC(=O)c1ccccc1NC(=O)c1nc(S(=O)(=O)Cc2ccccc2)ncc1Cl,-0.42,-1.7
CN(C)C(=O)N1CCC(C(=O)NCc2ccccc2)CC1,-0.02,-1.0
CC(C(=O)NCCCN1CCOCC1)n1cccc1C(=O)c1ccccc1 (stereo not given),1.15,-1.8
COc1ccc(S(=O)(=O)N2CCC(C(=O)NCc3ccccn3)CC2)cc1Cl,-0.04,0.2
N/C(=N\OC(=O)Cc1cccs1)c1ccccc1,0.94,0.0

# (more compounds)
SMILES,Kir21 block,STK33 inh
O=C(c1ccc(Cl)cc1)c1c[nH]c(C(=O)NNc2ccccc2)c1,-1.45,-1.3
NC(=S)NNC(=S)Nc1ccccc1,2.35,0.1
NC(=O)c1ccc(Cl)c2ccccc12,-0.59,0.6
COc1ccccc1NC(=O)COC(=O)c1ccc2c(c1)OCCO2,nt,-0.9
CC(C)c1nc2sc3c(c2c(=O)n1N)CC(C)(C)OC3,2.23,8.2
O=[N+]([O-])c1c(C(Cl)Cl)nn(-c2ccc(Cl)cc2)c1N1CCCCC1,0.36,-0.6
c1cc(-c2nnc3n2CCC3)[nH]n1,-1.32,0.5
CCC/C(=N\NC(=O)c1ccc(OC)c(OC)c1)c1ccccc1,1.43,-1.8
COCC(=O)NCCc1nc2ccccc2[nH]1,0.41,-1.0
CC(C)c1ccccc1NC(=O)COC(=O)C1(C)CC1(Cl)Cl (stereo not given),-1.07,-0.8
CSc1ccccc1C(=O)C1CCCN(S(=O)(=O)N(C)C)C1 (stereo not given),-0.04,-0.4
Cc1ccc(-c2nc(S(=O)(=O)c3ccc(C)cc3)c(SCC(N)=O)o2)cc1,1.37,-0.9
O=C(COc1ccccc1)N1CCN(C(=O)c2ccc([N+](=O)[O-])cc2)CC1,1.79,-1.3
CC(c1ccc(F)cc1)n1c(-c2ccc3ccccc3n2)n[nH]c1=S (stereo not given),0.41,0.1

# One compound at a time, from the list above. Order of values: Kir21 block, STK33 inh
# `CCCCn1c(N)c(N(CC(C)C)C(=O)CC2OC(=O)c3ccccc32)c(=O)[nH]c1=O` (stereo not given) across the screens: -1.57, -1.0
# `O=C1CCC(c2ccccc2)c2ccccc21` (stereo not given) across the screens: 0.93, -0.6
# `CN(C(=O)/C=C/c1ccc([N+](=O)[O-])s1)c1ccccc1` across the screens: 0.7, nt
# `COc1cc(C(C2C(=O)CC(C)(C)CC2=O)C2C(=O)CC(C)(C)CC2=O)ccc1OC(C)=O` across the screens: 0.73, -3.2

# Among those listed so far, 12 have two or more sulfur atoms.
SMILES,Kir21 block,STK33 inh
COc1ccc(N2CC(C(=O)Nc3ccc(S(=O)(=O)Nc4nccs4)cc3)CC2=O)c(OC)c1 (stereo not given),nt,0.4
CS/C(=N\S(=O)(=O)c1cccs1)Nc1ccc(Cl)cc1,-1.71,0.4
Cc1ccc(C(=O)NC(=S)NNS(=O)(=O)c2ccc(C)cc2)cc1,1.29,-0.6
COc1ccc(C(=O)Nc2nc(-c3ccc(S(=O)(=O)N4CCOCC4)cc3)cs2)cc1,1.88,0.2
CCOC(=O)C(C)Sc1nnc(NC(=O)c2ccc3c(c2)OCO3)s1 (stereo not given),-0.91,-1.3
O=C(OCCN=C1NS(=O)(=O)c2ccccc21)c1cccs1,-0.3,-0.4
Nc1nnc(CSCc2cccc(Br)c2)s1,-2.4,-2.1
CCOC(=O)c1cc(CC)sc1NC(=O)CC1SC(N)=NC1=O (stereo not given),0.01,1.9
Cc1cccc(Nc2nnc(SCC(=O)Nc3cccnc3Cl)s2)c1,-0.61,nt
NC(=S)NNC(=S)Nc1ccccc1,2.35,0.1
CSc1ccccc1C(=O)C1CCCN(S(=O)(=O)N(C)C)C1 (stereo not given),-0.04,-0.4
Cc1ccc(-c2nc(S(=O)(=O)c3ccc(C)cc3)c(SCC(N)=O)o2)cc1,1.37,-0.9
